Source: PubChem BioAssay
Menin-MLL TR inh: qHTS Assay for Inhibitors Targeting the Menin-MLL Interaction in MLL Related Leukemias: Competition With Texas Red Labeled MLL-derived Mutant Peptide | Menin + Texas Red MLL mutant peptide, fluorescence polarization | Potency, µM (doses to about 61.6 µM), for the others: at the highest dose FP activity change, negative = inhibition, most hits filed as inhibitors | 270,000 compounds, 0.23% hits | AID 1768, 2009; active = well fitted inhibition curve with a large enough effect in the polarisation, with a control signal flat, not every such curve was filed as active; inconclusive = small, poorly fitted or top-dose-only effect, or effect the other way, or a change in a side signal; inactive = no such curve, though single readings can be large or run the other way; the % refers to the polarisation; note: potency is the fitted concentration of half-maximal effect; % of control where 0% means no effect; many of its hits are not listed in these tables
Target sequence (O00255 whole entry, looked up): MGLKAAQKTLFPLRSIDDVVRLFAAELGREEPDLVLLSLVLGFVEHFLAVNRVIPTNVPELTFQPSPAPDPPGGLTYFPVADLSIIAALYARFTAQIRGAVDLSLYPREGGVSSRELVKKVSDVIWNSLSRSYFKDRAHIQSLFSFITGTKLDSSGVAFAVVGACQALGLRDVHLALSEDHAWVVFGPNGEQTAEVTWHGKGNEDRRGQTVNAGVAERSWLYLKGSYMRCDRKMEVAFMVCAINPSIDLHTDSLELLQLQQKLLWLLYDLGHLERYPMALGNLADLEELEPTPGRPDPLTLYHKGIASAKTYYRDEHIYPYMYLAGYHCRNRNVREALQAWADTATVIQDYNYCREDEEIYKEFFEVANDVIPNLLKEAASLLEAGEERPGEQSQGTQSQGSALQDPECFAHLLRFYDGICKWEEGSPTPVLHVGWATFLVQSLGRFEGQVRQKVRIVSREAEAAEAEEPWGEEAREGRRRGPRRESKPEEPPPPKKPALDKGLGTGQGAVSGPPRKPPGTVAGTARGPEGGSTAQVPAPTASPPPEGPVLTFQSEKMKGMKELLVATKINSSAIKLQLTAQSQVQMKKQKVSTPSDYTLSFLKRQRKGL
p53 reactivation: qHTS assay for re-activators of p53 using a Luc reporter. H1299 p53-A138V BP100-luciferase reporter, luminescence, 24 h. Potency, µM (doses to about 92.2 µM), without a hit: at the highest dose activity change, positive = activation, hits mostly activators. 320,000 compounds, 0.063% hits. AID 504706, 2011; note: potency is the fitted concentration of half-maximal effect; % of control where 0% means no effect; nearly all actives have a fitted effect of over 45% in size
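p53-null H1299 cells stably carrying temperature-sensitive p53-A138V and a BP100-luciferase reporter were pinned with compounds (4-point, 1:5 series) and held 24 hrs at 37 deg C. Luminescence was read 10 min after detection reagent.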
PKM2 activator: qHTS Assay for Activators of Human Muscle isoform 2 Pyruvate Kinase; Potency, µM (top dose mostly 57.5 µM), for inactives: at the top dose activation, hits mostly activators; AID 1631, 2009; Pyruvate kinase PKM (Homo sapiens), P14618; 260,000 compounds, 0.34% hits; purified PKM2, Kinase-Glo ATP luminescence, activation; response scale: 0% is enzyme alone, no compound; note: potency is the fitted concentration of half-maximal effect; % is set by controls: 0 for no effect and ±100 for the full control effect; nearly all actives have a fitted effect of over 55% in size
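ATP formation by purified human PK-M2, quantified via coupled luciferase luminescence after 1 h at room temperature with 0.1 mM ADP and 0.5 mM PEP final.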
Rab9 prom act: qHTS Assay for Rab9 Promoter Activators; Potency, µM (highest dose often 9.22 µM), for inactives: top-dose activation, negative = inhibition, usual class: activators; 320,000 compounds, 2.8% hits; Huh7 Rab9 promoter-luciferase reporter, luminescence, 24 h; note: potency is the fitted concentration of half-maximal effect; % of control where 0% means no effect; nearly all actives have a fitted effect of over 60% in size
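Luminescence from Amplite-detected luciferase (10 minutes, ambient) reports Rab9 promoter activation. Before that, stable Rab9-luciferase Huh7 cells (1500/well, reduced-serum OP-MEM I plus 10% FBS) were exposed to compound for 24 hours at 37C.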
ELG1 genotox: qHTS screen for small molecules that induce genotoxicity in human embryonic kidney (HEK293T) cells expressing luciferase-tagged ELG1 | AID 504466, 2011 | HEK293T ELG1-luciferase reporter, luminescence, 16 h | Potency, µM (series often up to 46 µM), inactives show top-dose activity change, positive = activation, actives largely listed as activators | 330,000 compounds, 1.3% hits; note: potency is the fitted concentration of half-maximal effect; % of control where 0% means no effect; nearly all actives have a fitted effect of over 60% in size
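Luminescence read-out: rising ELG1-luciferase signal, reflecting elevated ELG1 protein under genetic stress, flags genotoxic compounds. Cells were treated for 16 hr at 37 °C before ONE-Glo detection.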
Gal4-VP16 FLuc: VP16 counterscreen qHTS for inhibitors of ROR gamma transcriptional activity; Drosophila S2 Gal4-VP16 UAS-luciferase, luminescence, 20 h; Potency, µM (series often up to 53.6 µM), for inactives: top-dose activity, negative = inhibition, most hits filed as inhibitors; 310,000 compounds, 3.5% hits; AID 2546, 2010;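 note: Gal4-VP16 expression switched on by copper sulfate through the metallothionein promoter; potency is the fitted concentration of half-maximal effect; % is set by controls: 0 for no effect and ±100 for the full control effect; nearly all actives have a fitted effect of over 50% in size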
NPC1 prom act: qHTS Assay for NPC1 Promoter Activators. AID 485313, 2010. Potency, µM (titrated, usually from 9.22 µM), inactives show at the top dose activation, actives largely listed as activators. Huh7 NPC1 promoter luciferase reporter, 24 h. 320,000 compounds, 2.4% hits;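 note: potency is the fitted concentration of half-maximal effect; % of control where 0% means no effect; nearly all actives have a fitted effect of over 60% in size; reporter is driven by a mutant NPC1 promoter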
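Stable NPC1-promoter luciferase Huh7 line; cpd (DMSO) 24 h, 37 °C, 5% CO2; Amplite luciferase reagent 10 min RT; luminescence readout. qHTS format.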
BRCA1 expr act: qHTS Assay to Identify Small Molecule Activators of BRCA1 Expression | MCF7-BRCA1-FFLuc reporter, luminescence, 48 h; response scale: scaled: vehicle 0%, 10 µM genistein 100% | Potency, µM (highest dose often 46.1 µM), for inactives: at the highest dose activation, usual class: activators | 380,000 compounds, 1.1% hits; note: potency is the fitted concentration of half-maximal effect; nearly all actives have a fitted effect of over 80% in size; some results filed as inactive show a strong effect at the top dose
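MCF7 cells carrying a BRCA1-firefly luciferase reporter (2000 cells/well, phenol-red free MEM) were attached for 2 h at 37 °C, then given compounds for 48 h. Luminescence was read 15 min after luciferase reagent; activity normalized to genistein (10 microM) and DMSO.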
RORg inh: qHTS for inhibitors of ROR gamma transcriptional activity; Potency, µM (titrated, usually from 53.6 µM), for the others: top-dose activity change, negative = inhibition, most hits filed as inhibitors; 310,000 compounds, 5.4% hits; Drosophila S2 Gal4-RORgamma UAS-luciferase reporter, 20 h; note: potency is the fitted concentration of half-maximal effect; % is set by controls: 0 for no effect and ±100 for the full control effect; nearly all actives have a fitted effect of over 60% in size
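Drosophila S2 cells stably expressing Gal4-DBD/mouse RORγ fusion under metallothionein promoter plus UAS-luciferase; compound 1 h, then 700 uM CuSO4 induction for 20 h at ambient temperature; inhibition read as reduced luminescence.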
Giardia killer: Small Molecules that selectively kill Giardia lamblia: qHTS; activity change, % at 7.66 µM, hits read low; 340,000 compounds, 0.15% hits; Giardia lamblia trophozoite viability; in the data active = activity change below about -80%; inconclusive = between about -30% and that limit;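 note: parasites exposed to compound for two days anaerobically before the ATP read; % is set by controls: 0 for no effect and ±100 for the full control effect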
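Killing of trophozoites was scored by loss of ATP luminescence after a 48 hrs anaerobic exposure to compounds at 37 deg C, using 100 cells per well.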
FLuc modulator: qHTS profiling assay for firefly luciferase inhibitor/activator using purifed enzyme and Km concentrations of substrates (counterscreen for miR-21 project). Luciferin 4-monooxygenase (Photinus pyralis), P08659. purified FLuc, Km substrates, luminescence inhibition. Potency, µM (doses to about 57.5 µM), for inactives: at the top dose activity change, negative = inhibition, hits mostly inhibitors. 360,000 compounds, 6.9% hits. AID 588342, 2011;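 note: potency is the fitted concentration of half-maximal effect; plate controls were vehicle for no effect and reference inhibitor for full effect; nearly all actives have a fitted effect of over 55% in size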
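Purified P. pyralis luciferase, 10 nM final, with Km-level 10 uM D-luciferin and 10 uM ATP in 50 mM Tris acetate pH 7.5, 10 mM Mg acetate, 0.01% Tween-20, 0.05% BSA; 6-point qHTS titration about 60 µM downward; luminescence read.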
Active calls of the source: *; u = inconclusive; x = no result given; & = joins results of further samples; [ ] = remark or other dose. Unless noted, calls come from the whole dose curve; as a rule, active = well fitted curve in the direction sought with a large enough effect; inconclusive = small, poorly fitted or top-dose-only effect, or another doubt; inactive = no such curve, though single readings can be large; an effect the other way counts as inactive or inconclusive.

molecule	Rab9 prom act	NPC1 prom act	FLuc modulator	Menin-MLL TR inh	p53 reactivation	BRCA1 expr act	Gal4-VP16 FLuc	ELG1 genotox	RORg inh	PKM2 activator	Giardia killer
CCc1ccc(CCC(=O)Nc2ccccc2C(=O)O)o1	u	u	19µM*	u	u	81%	-6%	u	13%	4%	-6
CCN(C(=O)CSc1nnc(-c2ccc(OC(F)F)cc2)n1N)C1CCS(=O)(=O)C1 (stereo not drawn)	-4%	1%	-2%	x	4%	-3%	x	0%	x	x	0
O=C(Nc1ccc(Cl)cn1)c1cccc(S(=O)(=O)N2CCOCC2)c1	-2%	3%	-1%	-1%	u	-1%	16%	-1%	-2%	-1%	-7
O=C(NCCc1ccc(Cl)cc1)c1ccc(CS(=O)Cc2ccccc2Cl)o1 (stereo not drawn)	-6%	-9%	-18%&-1%	x	-1%	0%	6%	-13%	u	x	18
O=C(Nc1cc(-c2nc3ncccc3o2)ccc1Cl)c1ccc2c(c1)OCO2	-5%	-2%	0%	x	-2%	-12%	x	1%	x	x	11
O=C(CSCc1ccc([N+](=O)[O-])cc1)NN=C1CCCCCC1	-3%	-3%	6%	-9%	-2%	7%	-29%	1%	-1%	1%	0
Cc1ccc2c(COC(=O)CNC(=O)c3ccccc3)cc(=O)oc2c1	-8%	-3%	19µM*	31%[activator]	21%	6%	9%	12%	-3%	4%	6
CCSC1=N/C(=C\c2cccc(F)c2)C(=O)S1	-2%	-2%	u	10%	3%	2%	-1%	1%	-25%	-2%	3
Cc1cc(C)n(C2CC(=O)N(c3cccc(Cl)c3)C2=O)n1 (stereo not drawn)	1%	-3%	0%	u	8%	3%	6%	27%	2%	5%	29
Cc1[nH]c2ccc(F)cc2c1CCNC(=O)C1CCCCC1C(=O)OCC(F)(F)F (stereo not drawn)	-3%	-3%	3%	4%	-2%	18%	-4%	-1%	34%	1%	-24
O=C(O)c1ccc(CNS(=O)(=O)c2ccc(Oc3ccccc3Cl)cc2)cc1	1%	16%	1%	-3%	-4%	-4%	-7%	1%	-1%	-20%[11.5 µM]	-4
Cc1ccc(C(=O)Oc2ccc(C(=O)COC(=O)C3CC(=O)N(Cc4ccco4)C3)cc2)cc1 (stereo not drawn)	-8%	0%	u	19%	u	5%	-1%	u	21%	21%	-7
O=C(NC(=S)NCC1CCCO1)c1ccccc1[N+](=O)[O-] (stereo not drawn)	-4%	2%	-2%	27%	18%	5%	-11%	0%	10µM*	-14%	-26
O=C(Nc1nc(-c2ccccc2)cs1)c1cccnc1	11%	7%	u	x	13%	29%	14%	12%	13%	6%	0
NS(=O)(=O)OCc1ccc(C(F)(F)F)cc1	0%	-1%	3%	-4%	x	-10%	-2%	2%	2%	-5%	5
O=C(CSC1=NS(=O)(=O)c2ccccc2N1)NCc1ccc(F)cc1	-3%	0%	-13%	x	4%	16%	x	-6%	x	x	15
COc1ccc(NC(=O)c2cc(OC)c(OC)cc2OC)c(S(=O)(=O)N2CCOCC2)c1	-2%	-2%	8%	5%	-4%	5%	1%	-4%	-1%	-2%	-3
Cc1ccc(N(CC(=O)NCCSc2ccccn2)S(C)(=O)=O)cc1	-15%	-6%	-8%	2%	2%	-13%	1%	2%	5%	-3%	-6
COc1c2c(cc3oc(=O)ccc13)OC(C)(C)C=C2	22%	18%	u	x	10%	72%	u	13%	4%	-9%	6
Cc1cc(N)n(-c2ccc(S(=O)(=O)N3CCOCC3)cc2[N+](=O)[O-])n1	10%	0%	-3%	x	7%	-2%	27%	-1%	6%	2%	-23
O=C1CC(Sc2nnc(-c3ccccc3O)o2)C(=O)N1c1ccccc1 (stereo not drawn)	1%	-1%	u	23%	-17%	24%	u	-3%	u	11%	0
CCC1CCCCN1CCCNC(=O)C1CCN(Cc2nc(-c3ccc(Cl)cc3)oc2C)CC1 (stereo not drawn)	-4%	-1%	1%	x	-4%	-77%[inhibitor]	-12%	12%	-11%	x	12
CC(NCc1ccco1)C(=O)N1CCc2ccccc2C1 (stereo not drawn)	5%	-2%	-2%	0%	1%	11%	6%	-1%	-4%	4%	-3
COc1ccc(CC2=C(O)c3ccccc3C(=O)C2=O)cc1	6%	2%	1%	u	x	13%	-26%	-7%	u	3%[11.5 µM]	11
O=C(CCc1nnc(C2CCCCC2)o1)N1CCN(Cc2ccccc2)CC1	0%	-3%	0%	-4%	-1%	0%	4%	-2%	1%	1%	6
CCOc1ccccc1NC(=O)CN(c1nccs1)S(=O)(=O)c1ccc(N)cc1	-3%	5%	1%	1%	24%	0%	-2%	0%	17%	-11%	7
CC(C)C[C@H](NC(=O)OC(C)(C)C)c1n[nH]c(=S)n1N	-3%	1%	8%	6%	0%	-9%	u	1%	u	3%	-13
C#CCOc1ccccc1/C=N/NC(=O)c1ccccc1OCc1ccccc1	-2%	0%	-7%	x	-5%	0%	-7%	-12%	-18%	1%	5
CN(C(=O)c1ccc(NC(=O)Cc2ccc(NC(=O)C3CCN(C(=O)C4CCCCC4)CC3)cc2)cc1)C1CC1	-1%	-7%	-20%	x	9%	-5%	x	6%	x	x	-14
O=C(Cc1ccccc1[N+](=O)[O-])Nc1ccc(S(=O)(=O)N2CCCC2)cc1	-4%	-4%	-2%	x	-28%	x	-4%	-1%	29%	-1%	x
CC(=O)NCCOC(=O)Nc1cccnc1	0%	0%	1%	-17%	15%	1%	-3%	-1%	-3%	2%	-13
COc1c(F)c(F)c(C(=O)Nc2ccc3oc(-c4ccncc4)nc3c2)c(F)c1F	1%	0%	-2%	0%	-2%	1%	21%	0%	-14%	-9%	-2
CCOC(=O)c1sc2nccc(N(C)C)c2c1N=CNOCc1c(F)cccc1Cl	2%	-1%	5%	-6%	6%	1%	0%	-4%	-5%	0%	10
CCC(C)/C=C/C1=CC2=C(Cl)C(=O)C3(C)OC(=O)C(C(=O)C(C)C(C)O)C3C2=CO1 (stereo not drawn)	0%	-13%	u	-7%	1%	-8%	1%	0%	27%	5%	8
COc1cc(NC(=S)NCc2cccs2)cc(OC)c1	-2%	1%	-19%	9%	8%	-14%	11µM*	-1%	5µM*	-1%	12
CCn1c(SCC(=O)NCc2ccco2)nc2c(c1=O)SC(C)C2 (stereo not drawn)	1%	1%	0%	-2%	4%	-15%	x	-3%	35%[0.365 µM]	-7%	4
CCOc1ccccc1NC(=O)NCc1ccc2c(c1)OCO2	5%	3%	u	3%	14%	13%	1%	-2%	6%	3%	43[activator]
Cc1ccc(S(=O)(=O)N2CCOCC2)cc1C(=O)NCc1cn2ccsc2n1	6%	3%	1%	16%	-1%	-11%	-4%	-14%	15%	-10%	-9
O=C(NCCNC(=O)c1cnccn1)c1ccc(Cl)c(Cl)c1	-1%	0%	2%	15%	-4%	3%	9%	2%	7%	x	4
CC(C)CC(NC(=O)C(CO)NC(=O)C1CCC(=O)N1)C(N)=O (stereo not drawn)	0%	-7%	0%	-20%	-2%	1%	4%	0%	10%	1%	-2
Cc1oc2c(c(C)cc3oc(=O)c(CC(=O)N[C@@H](CC(C)C)C(=O)O)c(C)c32)c1C	-2%	-1%	u	-23%	-5%	-1%	8%	-4%	-1%	x	18
COC(=O)CC1C(=O)NCCN1C(=S)Nc1ccccc1Cl (stereo not drawn)	-1%	-5%	-1%	2%	0%	-23%	4%	-5%	-1%	2%	-9
O=C(Nc1cccnc1)/C(N=Nc1ccc(Cl)c(C(F)(F)F)c1)=C(\O)c1ccccc1	1%	-3%	1%	11%	-7%	4%	2%	-1%	-16%	-9%	-13
Cc1ccc2nc(C(F)OC(F)(F)F)[nH]c2c1 (stereo not drawn)	x	x	u	-25%	x	-4%	u	x	-95%	-2%	1

The list is partial; count on the stated rates, not on these rows.
